Screening data from PubChem BioAssay.
NRP1-CendR mod: NRP-1/CendR interaction modulation. O14786. inhibition, % at 25 µM. FAM-RPARPAR peptide binding to NRP-1, fluorescence polarization. hit rate 0.85% among 360,000. AID 602438;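 active = inhibition or corrected inhibition above about 18%, plus a signal ratio from 0.5 to 1.5, limit read from the data, passing the limit was not always enough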; also: strong numbers were not always called active
Target sequence (O14786 whole entry, looked up): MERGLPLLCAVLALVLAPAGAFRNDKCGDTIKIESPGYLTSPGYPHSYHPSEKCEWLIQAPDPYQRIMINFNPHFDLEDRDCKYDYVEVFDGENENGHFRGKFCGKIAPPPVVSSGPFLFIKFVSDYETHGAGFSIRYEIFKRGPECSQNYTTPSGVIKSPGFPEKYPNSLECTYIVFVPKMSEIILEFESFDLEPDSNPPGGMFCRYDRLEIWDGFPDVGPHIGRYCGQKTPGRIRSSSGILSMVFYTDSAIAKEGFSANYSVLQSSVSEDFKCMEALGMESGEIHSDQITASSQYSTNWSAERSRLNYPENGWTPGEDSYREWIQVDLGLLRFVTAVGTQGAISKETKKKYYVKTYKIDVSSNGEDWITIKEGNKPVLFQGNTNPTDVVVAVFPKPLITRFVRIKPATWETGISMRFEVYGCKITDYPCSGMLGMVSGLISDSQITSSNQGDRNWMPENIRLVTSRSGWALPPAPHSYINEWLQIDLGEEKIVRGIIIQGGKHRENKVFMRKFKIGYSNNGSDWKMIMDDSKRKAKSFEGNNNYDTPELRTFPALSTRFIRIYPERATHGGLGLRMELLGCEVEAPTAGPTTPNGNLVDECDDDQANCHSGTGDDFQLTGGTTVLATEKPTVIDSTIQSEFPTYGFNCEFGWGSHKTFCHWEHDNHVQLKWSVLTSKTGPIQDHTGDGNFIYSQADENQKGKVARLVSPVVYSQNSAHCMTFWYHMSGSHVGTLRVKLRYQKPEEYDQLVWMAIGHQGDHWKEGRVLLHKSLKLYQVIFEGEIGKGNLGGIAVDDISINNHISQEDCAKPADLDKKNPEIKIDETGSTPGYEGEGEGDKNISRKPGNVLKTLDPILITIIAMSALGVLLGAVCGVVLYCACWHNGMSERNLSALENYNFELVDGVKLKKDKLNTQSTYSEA
MLLE-PAM2 inh: blocks PAM2 peptide binding to the PABP1 MLLE domain. inhibition, % at 20 µM. AID 588489. P11940. hit rate 0.36% among 360,000. GST-MLLE / FITC-PAM2 fluorescence polarization; in the data active = inhibition above about 35%, passing the limit was not always enough;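 also: plate controls were DMSO wells with GST-MLLE for no effect and wells lacking GST-MLLE protein for full effect; some results filed as inactive read as strong as hits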
Rin1 Abl inh: human Rin1-Abl interaction inhibition; P00519+Q13671; TR-FRET Rin1/Abl binding, biochemical; inhibition, % at 7.35 µM; hit rate 0.4% among 360,000; in the data active = inhibition above about 5%, passing the limit was not always enough
FAS TE block: inhibitors of human fatty acid synthase thioesterase domain. P49327. recombinant FAS-TE, OMFH fluorogenic substrate, fluorescence endpoint. inhibition, % at 15 µM. hit rate 0.67% among 360,000. AID 602261;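 active = compounds whose normalised, plate-corrected inhibition of enzyme fluorescence in the single-dose primary screen is 50% or more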;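 also: 0% = DMSO with enzyme and 100% = substrate without enzyme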
SKN-1 inh: C. elegans SKN-1 inhibition; C. elegans VP596 Pgst-4::GFP/RFP ratio, acrylamide-induced, 24 h; inhibition, % at 21.8 µM; hit rate 0.49% among 360,000;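 active = interference check ratio from 0.5 to 1.5 plus GFP to RFP signal ratio inhibition reaching or exceeding a fixed threshold, cut at about 30% in these data, passing the limit was not always enough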; also: some compounds called inactive have numbers as strong as hits
E coli Lon inh: inhibits E. coli Lon protease | P0A9M0 | purified E. coli Lon protease, fluorescence polarization | inhibition, % at 7.94 µM | hit rate 0.42% among 360,000; in the data active = inhibition above about 13%, passing the limit was not always enough;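 also: 0% = enzyme with probe and DMSO and 100% = no enzyme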
bovine MsrA act: activators of bovine methionine sulfoxide reductase A. purified bovine MsrA, absorbance read-out. activation, % at 10.6 µM. hit rate 0.3% among 360,000; in the data active = activation above about 7.5%;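 also: 0% = vehicle and 100% = reference activator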
MT1-MMP act inh: MT1-MMP (human) activation inhibition | P50281 | HT1080 RFP-PRO-GFP cells, GFP/RFP ratio fluorescence, overnight; percent of plate control window, DMSO zero | GFP/RFP ratio change, % at 20 µM | hit rate 0.061% among 360,000 | AID 651647;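 active = GFP/RFP ratio change of at least 30% with cell ATP level not reduced by more than half and red fluorescence within 50% of control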; also: strong numbers were not always called active
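Assay system – RFP-PRO-GFP reporter HT1080 cells · Compound dosing – single dose of 20 µM compound, 1% DMSO final · Incubation – overnight compound exposure at 37 °C · Measure – GFP/RFP fluorescence ratio · Benchmarks – DMSO wells and RFP-L50D-GFP cells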
Neddylation inh: inhibitors of human cullin neddylation; TR-FRET cullin neddylation, biochemical; calls only at 25 µM; hit rate 0.58% among 360,000; AID 651699; in the data active = inhibition above about 36%
* = called active by the depositor.

Screening O=C(CCl)N1CCN(S(=O)(=O)c2ccc3c(c2)OCCCO3)CC1 returned NRP1-CendR mod -1, MLLE-PAM2 inh 2, Rin1 Abl inh 2, FAS TE block -3, SKN-1 inh 3, E coli Lon inh 3, bovine MsrA act -2, MT1-MMP act inh 1 and Neddylation inh inactive.
Screening O=c1c(-c2ccc(Cl)cc2)[n+]([O-])c2ccccc2n1OCc1nc2ccccc2[nH]1 returned NRP1-CendR mod -10, MLLE-PAM2 inh -5, Rin1 Abl inh -5, FAS TE block -3, SKN-1 inh -3, E coli Lon inh 6, bovine MsrA act -7, MT1-MMP act inh 1 and Neddylation inh inactive.
Screening COc1ccc(OC(=O)c2cnn(-c3ccccc3)c2C)cc1 returned NRP1-CendR mod 2, MLLE-PAM2 inh 13, Rin1 Abl inh -2, FAS TE block 10, SKN-1 inh 2, E coli Lon inh 7, bovine MsrA act 1, MT1-MMP act inh 3 and Neddylation inh inactive.
Screening CCOC(=O)C1CCN(C(=O)c2ccccc2NC(C)=O)CC1 returned NRP1-CendR mod -4, MLLE-PAM2 inh -12, Rin1 Abl inh 2, FAS TE block -5, SKN-1 inh 5, E coli Lon inh 3, bovine MsrA act 4, MT1-MMP act inh 3 and Neddylation inh inactive.
`CCC(=O)Nc1cccc(NC(=O)c2cccnc2)c1` gave NRP1-CendR mod 1, MLLE-PAM2 inh 6, Rin1 Abl inh 0, FAS TE block -12, SKN-1 inh 28, E coli Lon inh 3, bovine MsrA act -9, MT1-MMP act inh -1 and Neddylation inh inactive.
Screening CC(C)CCNC(=O)Cc1c(C(=O)O)[nH]c2ccc(Cl)cc12 returned NRP1-CendR mod -9, MLLE-PAM2 inh 12, Rin1 Abl inh -6, FAS TE block -4, SKN-1 inh 11, E coli Lon inh -1, bovine MsrA act -2, MT1-MMP act inh 1 and Neddylation inh inactive.
Screening CC1(C)CCCC2(C)C(OCCO)=CC(=O)C=C12 (configuration not stated) returned NRP1-CendR mod -5, MLLE-PAM2 inh -1, Rin1 Abl inh -3, FAS TE block -7, SKN-1 inh 11, E coli Lon inh 2, bovine MsrA act -2, MT1-MMP act inh 2 and Neddylation inh inactive.
C1CCN(CC2CCCCN2)CC1 (configuration not stated) was read as NRP1-CendR mod 9, MLLE-PAM2 inh 2, Rin1 Abl inh 0, FAS TE block -10, SKN-1 inh 7, E coli Lon inh -1, bovine MsrA act -2, MT1-MMP act inh 0 and Neddylation inh inactive.
For CSc1nc(C)nc2c1c(=O)n(C)c(=O)n2C the results were NRP1-CendR mod 6, MLLE-PAM2 inh 14, Rin1 Abl inh 0, FAS TE block -2, SKN-1 inh 9, E coli Lon inh -2, bovine MsrA act 0, MT1-MMP act inh -7 and Neddylation inh inactive.
Screening COc1cc(C(=O)NCc2nnc(SCC(=O)Nc3ccc4c(c3)OCO4)o2)cc(OC)c1OC returned NRP1-CendR mod 10, MLLE-PAM2 inh 13, Rin1 Abl inh 1, FAS TE block -12, SKN-1 inh 0, E coli Lon inh 6, bovine MsrA act -2, MT1-MMP act inh 2 and Neddylation inh inactive.
For Cc1cccc(N/N=C/c2ccc(O)c(O)c2O)c1 the results were NRP1-CendR mod -12, MLLE-PAM2 inh 28, Rin1 Abl inh 26*, FAS TE block -9, SKN-1 inh -1, E coli Lon inh -5, bovine MsrA act -2, MT1-MMP act inh -14 and Neddylation inh inactive.
For O=C(Nc1ccc(F)cc1)c1ccc(S(=O)(=O)N2CCOCC2)o1 the results were NRP1-CendR mod 25*, MLLE-PAM2 inh -8, Rin1 Abl inh 2, FAS TE block -4, SKN-1 inh -3, E coli Lon inh 3, bovine MsrA act 0, MT1-MMP act inh 4 and Neddylation inh inactive.
For CC(=O)c1cn(C)c(=O)[nH]c1=O the results were NRP1-CendR mod -4, MLLE-PAM2 inh 4, Rin1 Abl inh 2, FAS TE block -1, SKN-1 inh -9, E coli Lon inh -3, bovine MsrA act -3, MT1-MMP act inh -1 and Neddylation inh inactive.
For CCCCCn1c(=O)c(-c2nc3ccccc3[nH]2)c(O)c2ccccc21 the results were NRP1-CendR mod -1, MLLE-PAM2 inh 15, Rin1 Abl inh 2, FAS TE block -2, SKN-1 inh 8, E coli Lon inh -12, bovine MsrA act -3, MT1-MMP act inh 4 and Neddylation inh inactive.
O=CN1CCN(C(=O)c2cccc3c2-c2ccccc2C3=O)CC1 was read as NRP1-CendR mod -5, MLLE-PAM2 inh -6, Rin1 Abl inh -4, FAS TE block -4, SKN-1 inh 2, E coli Lon inh 3, bovine MsrA act 0, MT1-MMP act inh -3 and Neddylation inh inactive.

5 successive compounds from above:
Screening CC(C)CCNC(=O)Cc1c(C(=O)O)[nH]c2ccc(Cl)cc12 returned NRP1-CendR mod -9, MLLE-PAM2 inh 12, Rin1 Abl inh -6, FAS TE block -4, SKN-1 inh 11, E coli Lon inh -1, bovine MsrA act -2, MT1-MMP act inh 1 and Neddylation inh inactive.
Screening CC1(C)CCCC2(C)C(OCCO)=CC(=O)C=C12 (configuration not stated) returned NRP1-CendR mod -5, MLLE-PAM2 inh -1, Rin1 Abl inh -3, FAS TE block -7, SKN-1 inh 11, E coli Lon inh 2, bovine MsrA act -2, MT1-MMP act inh 2 and Neddylation inh inactive.
C1CCN(CC2CCCCN2)CC1 (configuration not stated) was read as NRP1-CendR mod 9, MLLE-PAM2 inh 2, Rin1 Abl inh 0, FAS TE block -10, SKN-1 inh 7, E coli Lon inh -1, bovine MsrA act -2, MT1-MMP act inh 0 and Neddylation inh inactive.
For CSc1nc(C)nc2c1c(=O)n(C)c(=O)n2C the results were NRP1-CendR mod 6, MLLE-PAM2 inh 14, Rin1 Abl inh 0, FAS TE block -2, SKN-1 inh 9, E coli Lon inh -2, bovine MsrA act 0, MT1-MMP act inh -7 and Neddylation inh inactive.
Screening COc1cc(C(=O)NCc2nnc(SCC(=O)Nc3ccc4c(c3)OCO4)o2)cc(OC)c1OC returned NRP1-CendR mod 10, MLLE-PAM2 inh 13, Rin1 Abl inh 1, FAS TE block -12, SKN-1 inh 0, E coli Lon inh 6, bovine MsrA act -2, MT1-MMP act inh 2 and Neddylation inh inactive.

More structures
CC1(C)C=C(c2ccc(C=O)s2)CC(C)(C)N1 was read as NRP1-CendR mod 12, MLLE-PAM2 inh -9, Rin1 Abl inh 0, FAS TE block -12, SKN-1 inh -12, E coli Lon inh -11, bovine MsrA act 1, MT1-MMP act inh 0 and Neddylation inh inactive.
O=C(O)c1[nH]c2ccccc2c1C(c1cccc(O)c1)c1c(C(=O)O)[nH]c2ccccc12 was read as NRP1-CendR mod -102, MLLE-PAM2 inh 10, Rin1 Abl inh -1, FAS TE block -3, SKN-1 inh 9, E coli Lon inh 9, bovine MsrA act -3, MT1-MMP act inh 3 and Neddylation inh inactive.
COC(=O)c1ccc(NC(=O)COc2ccc(S(=O)(=O)NC(C)(C)C)cc2)cc1 was read as NRP1-CendR mod 1, MLLE-PAM2 inh 4, Rin1 Abl inh -1, FAS TE block -14, SKN-1 inh 2, E coli Lon inh -8, bovine MsrA act -4, MT1-MMP act inh 0 and Neddylation inh inactive.
`O=S(=O)(N1CCCCC1)N1CCN(CC(O)COc2ccc3cc(Br)ccc3c2)CC1` (configuration not stated) gave NRP1-CendR mod -1, MLLE-PAM2 inh 5, Rin1 Abl inh 1, FAS TE block 8, SKN-1 inh -10, E coli Lon inh 8, bovine MsrA act -1, MT1-MMP act inh -6 and Neddylation inh inactive.
`COC(=O)c1sc(=S)n(Cc2ccccc2)c1C` gave NRP1-CendR mod 6, MLLE-PAM2 inh -42, Rin1 Abl inh 1, FAS TE block 36, SKN-1 inh 2, E coli Lon inh 4, bovine MsrA act -3, MT1-MMP act inh -1 and Neddylation inh inactive.
For COc1ccc(NC(=O)CSc2ncnc3c2cnn3Cc2ccccc2)cc1OC the results were NRP1-CendR mod 6, MLLE-PAM2 inh -2, Rin1 Abl inh -7, FAS TE block -11, SKN-1 inh -8, E coli Lon inh -1, bovine MsrA act -1, MT1-MMP act inh 0 and Neddylation inh inactive.
For COc1ccc(-c2nn(-c3ccccc3)cc2CNC(=O)c2cccc([N+](=O)[O-])c2)cc1 the results were NRP1-CendR mod 0, MLLE-PAM2 inh -4, Rin1 Abl inh 0, FAS TE block 31, SKN-1 inh 7, E coli Lon inh 1, bovine MsrA act -3, MT1-MMP act inh 2 and Neddylation inh inactive.
COc1ccc(OC)c(CNC(=O)CCS(=O)(=O)c2ccc3c(c2)oc(=O)n3C)c1 was read as NRP1-CendR mod 0, MLLE-PAM2 inh 7, Rin1 Abl inh -2, FAS TE block -10, SKN-1 inh -12, E coli Lon inh -10, bovine MsrA act -1, MT1-MMP act inh 4 and Neddylation inh inactive.
For Cc1ccc(-c2nc(SCC(=O)Nc3cc(S(=O)(=O)N4CCCCC4)ccc3Cl)n[nH]2)cc1 the results were NRP1-CendR mod 19, MLLE-PAM2 inh 3, Rin1 Abl inh 1, FAS TE block -55, SKN-1 inh 8, E coli Lon inh -5, bovine MsrA act -1, MT1-MMP act inh -9 and Neddylation inh inactive.
For CCC(C)[C@H](NC(=O)N1CC(=O)Nc2ccccc21)C(=O)N1CCC[C@@H]1C(=O)O (some centres not stated) the results were NRP1-CendR mod 3, MLLE-PAM2 inh 6, Rin1 Abl inh -1, FAS TE block -7, SKN-1 inh 2, E coli Lon inh -3, bovine MsrA act 3, MT1-MMP act inh 1 and Neddylation inh inactive.
For CC(C)[C@H](NC(=O)c1ccccc1Cl)C(=O)OCc1cc([N+](=O)[O-])cc2c1OCOC2 the results were NRP1-CendR mod 0, MLLE-PAM2 inh 0, Rin1 Abl inh -4, FAS TE block 19, SKN-1 inh 1, E coli Lon inh -7, bovine MsrA act -3, MT1-MMP act inh -3 and Neddylation inh inactive.
For O=C1CCCc2[nH]c(-c3ccccc3)nc21 the results were NRP1-CendR mod 7, MLLE-PAM2 inh 4, Rin1 Abl inh -1, FAS TE block -5, SKN-1 inh 9, E coli Lon inh -1, bovine MsrA act -3, MT1-MMP act inh 2 and Neddylation inh inactive.
Screening COc1ccc(C(c2nnnn2C2CCCCC2)N2CCN(c3ccccc3F)CC2)cc1 (configuration not stated) returned NRP1-CendR mod -7, MLLE-PAM2 inh 1, Rin1 Abl inh 0, FAS TE block 28, SKN-1 inh 26, E coli Lon inh 4, bovine MsrA act -4, MT1-MMP act inh -20 and Neddylation inh inactive.
`CCCCN(C(=O)CN1C(=O)C2CCCCC2C1=O)c1c(N)n(Cc2ccccc2)c(=O)[nH]c1=O` (configuration not stated) gave NRP1-CendR mod -6, MLLE-PAM2 inh -13, Rin1 Abl inh 4, FAS TE block -3, SKN-1 inh -1, E coli Lon inh 9, bovine MsrA act -4, MT1-MMP act inh 0 and Neddylation inh inactive.
Cc1cc(OCCCn2ccnc2)ccc1[N+](=O)[O-] was read as NRP1-CendR mod 6, MLLE-PAM2 inh 9, Rin1 Abl inh -3, FAS TE block -4, SKN-1 inh -1, E coli Lon inh 3, bovine MsrA act -9, MT1-MMP act inh 2 and Neddylation inh inactive.
Screening Cc1cc(C(=O)CCl)c(C)n1-c1ccon1 returned NRP1-CendR mod 3, MLLE-PAM2 inh -2, Rin1 Abl inh 2, FAS TE block -4, SKN-1 inh -1, E coli Lon inh 5, bovine MsrA act -2 and Neddylation inh inactive.
Screening Cc1cc(C)cc(C(=O)NC(CC(N)=O)c2ccc(NC3CCCCC3)c([N+](=O)[O-])c2)c1 (configuration not stated) returned NRP1-CendR mod 9, MLLE-PAM2 inh -15, Rin1 Abl inh 4, FAS TE block -7, SKN-1 inh -13, E coli Lon inh 6, bovine MsrA act -10, MT1-MMP act inh 4 and Neddylation inh inactive.

An unsorted share of the library; overall some 4% were active at least once.
